# aSyn yeast rescue = rescues yeast growth from alpha-synuclein toxicity; Potency, µM (highest dose often 46.1 µM), inactives show top-dose growth rescue (activation), actives largely listed as activators; S. cerevisiae alpha-synuclein toxicity rescue, BacTiter-Glo growth, 24 h; actives 0.02% (n = 94,000); active = well fitted activation curve with a large enough effect; inconclusive = small, poorly fitted or top-dose-only effect; also: 0% is about no effect
#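 Growth restoration measured by BacTiter-Glo luminescence after 24 hr at 30 deg C; alpha-synuclein yeast, raffinose-pregrown to mid-log, were added at OD600=0.02 in galactose medium onto pinned compounds.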
# Starred values were filed as active, the others as inactive; ? = inconclusive. Potency is read from the fitted curve at half-maximal effect. An excerpt, so the mix of outcomes need not match the whole.
# Sample of the layout, six compounds:
SMILES | aSyn yeast rescue
COc1ccc(C2c3c(oc4ccccc4c3=O)C(=O)N2Cc2ccc3c(c2)OCO3)cc1 (stereo not given) | -13%
Cc1csc(NC(=O)CSc2nc(C)nc3c2c(=O)n(C)c(=O)n3C)n1 | 2%
COc1ccc(C)cc1S(=O)(=O)N1CCCC(N2CCN(c3ccccc3)CC2)C1 (stereo not given) | -13%
COc1ccc(N2CC(NC(=O)C(=O)c3c(C)[nH]c4ccccc34)CC2=O)cc1 (stereo not given) | -1%
O=C1c2ccccc2-c2ccccc2NC1O (stereo not given) | 9%
COc1ccc(Cn2c(=O)c3oc4ccccc4c3n(CC(=O)Nc3cc(C)cc(C)c3)c2=O)cc1 | -11%

# All compounds of this part (from the top)
SMILES | aSyn yeast rescue
COc1ccc(C2c3c(oc4ccccc4c3=O)C(=O)N2Cc2ccc3c(c2)OCO3)cc1 (stereo not given) | -13%
Cc1csc(NC(=O)CSc2nc(C)nc3c2c(=O)n(C)c(=O)n3C)n1 | 2%
COc1ccc(C)cc1S(=O)(=O)N1CCCC(N2CCN(c3ccccc3)CC2)C1 (stereo not given) | -13%
COc1ccc(N2CC(NC(=O)C(=O)c3c(C)[nH]c4ccccc34)CC2=O)cc1 (stereo not given) | -1%
O=C1c2ccccc2-c2ccccc2NC1O (stereo not given) | 9%
COc1ccc(Cn2c(=O)c3oc4ccccc4c3n(CC(=O)Nc3cc(C)cc(C)c3)c2=O)cc1 | -11%
CC1CCCN(C(=O)CNC(=O)c2sc3ccccc3c2Cl)C1 (stereo not given) | -4%
COc1ccccc1CN1C(=O)C(=O)c2cccc(C)c21 | 1%
Cc1ccc(OCC(=O)Nc2cccc(-c3nc4ccccc4o3)c2C)cc1C | -12%
COc1ccccc1N(CC(=O)N1CCC(C)CC1)S(=O)(=O)c1ccc(C)cc1 | 1%
COc1cccc(N2C(=O)N(CC(=O)NCc3cccc(OC)c3OC)c3ccccc3S2(=O)=O)c1 | 0%
Cc1ccc2nc(NC(=O)CSc3ncc(C(=O)Nc4ccccc4)c(=O)n3C)sc2c1 | 4%
CCOc1ccc(S(=O)(=O)NCC(c2ccco2)S(=O)(=O)c2ccc(C)cc2)cc1 (stereo not given) | 4%
NC(=O)Cn1c(=O)n(CCCCCC(=O)NCc2ccc(F)cc2)c(=O)c2sccc21 | 4%
COC(=O)c1ccc(NC(=O)c2ccccc2CC[N+](=O)[O-])cc1 | 10%
Cc1ccc(S(=O)(=O)Nc2cc(C)cn(Cc3ccccc3)c2=O)cc1 | 1%
COc1cccc(OC)c1C(=O)Nc1cccc(-c2ccc3nncn3n2)c1 | 5%
COc1cc(NS(=O)(=O)c2cc3c(cc2C)NC(=O)CO3)cc(OC)c1 | -2%
COc1cc(Cl)c(C)cc1NC(=O)CC1Oc2ccccc2NC1=O (stereo not given) | -9%
CCN(CC)CCn1c(=N)n(CC(O)COc2cccc(C)c2)c2ccccc21 (stereo not given) | -4%
CC1CN(C(=O)CS(=O)(=O)Cc2ccccc2)CC(C)O1 (stereo not given) | -3%
O=C(CCNS(=O)(=O)c1cccc2nsnc12)NCc1ccccc1 | 4%
CCCSCCCNC(=O)CN1C(=O)CCn2nc(-c3cn(C)c4ccccc34)cc21 | 14%
CCCCCn1c(CNC(=O)c2ccccc2)nc2ccccc21 | 8%
COc1ccc2nc(N(Cc3cccnc3)C(C)=O)sc2c1 | 1%
Cc1sc2nc(CSCC(=O)NC3CCCCC3)[nH]c(=O)c2c1C | 2%
CCCCn1c(N)c(N(CCOC)C(=O)c2cccc(S(=O)(=O)N(CC)c3ccccc3)c2)c(=O)[nH]c1=O | -9%
CCN(CC(=O)Nc1c(F)cccc1F)C(=O)CCCSc1nc2ccccc2[nH]1 | 7%
Cc1cc2nn(-c3ccc(F)cc3)nc2cc1NC(=O)c1cc(Cl)ccc1Cl | -2%
Cc1ccccc1CNC(=O)Cc1ccc(NC(=O)N2CCCCc3ccccc32)cc1 | 1%
O=C(O)C(Cc1ccccc1)N1CCS(=O)(=O)CC1 (stereo not given) | -12%
Cc1ccc(NC(=O)Cn2c(C)cc(C)c(C#N)c2=O)cc1 | 1%
COc1ccc(C)cc1NC(=O)c1cc2c(=O)n3ccccc3nc2n1C | -3%
Cc1ccc(Cl)cc1Nc1nn2c(=O)c3ccc(C(=O)NCc4cccs4)cc3nc2s1 | 0%
O=[N+]([O-])c1ccc2c(c1)-c1ccccc1C2O (stereo not given) | 10%
CCOc1ccc(NC(=O)c2ccc3c(c2)C(=O)N(Cc2ccncc2)C3=O)cc1 | -13%
CCOC(=O)C1CCCCN1Cc1cn(C)nc1-c1ccccc1F (stereo not given) | 5%
CN(C)S(=O)(=O)c1ccc(-c2csc(N/N=C/c3ccco3)n2)cc1 | -6%
COc1ccc(C2(c3ccc(O)cc3O)CC(c3ccccc3Cl)NC(=S)N2)cc1 (stereo not given) | -4%
O=C(CNC(=O)c1cccs1)NCC(=O)OCc1c(F)cccc1Cl | 1%

# Two records picked at random from those above:
SMILES | aSyn yeast rescue
Cc1ccccc1CNC(=O)Cc1ccc(NC(=O)N2CCCCc3ccccc32)cc1 | 1%
COC(=O)c1ccc(NC(=O)c2ccccc2CC[N+](=O)[O-])cc1 | 10%

# Other structures
SMILES | aSyn yeast rescue
O=C(NCc1ccccc1Cl)C1CCCN(C(=O)Nc2ccc(F)cc2)C1 (stereo not given) | 8%
CN(C)c1ccc(CNC(=O)c2ccc3nc(Cc4ccccc4)oc3c2)cc1 | 6%
NC(=O)N/C=C1\CCCOC1=O | -7%
CCCNC(=O)N1[C@H](c2ccc(C)s2)[C@@H](C)C(=O)[C@@H](C)[C@@H]1c1ccc(C)s1 | -1%
O=C(Cn1ncc2c3ccccc3n(Cc3cccc(Cl)c3)c2c1=O)NCCCc1ccccc1 | -1%
CCN(CC)CCNC(=O)c1ccc2c(=O)n3nc(Nc4ccccc4OC)sc3nc2c1 | -3%
COc1ccc2oc(-c3cccc(NC(=O)c4sc5c([N+](=O)[O-])cccc5c4Cl)c3)nc2c1 | -13%
CC(C)(C)c1ccc(C(=O)N2CCC(C(=O)NC3CCCCCC3)CC2)cc1 | 8%
CC(C)(C)S(=O)(=O)c1cnc(-c2cnccn2)nc1N | 3%
O=C(COC(=O)CSc1ccccc1)NC1CCS(=O)(=O)C1 (stereo not given) | 4%
CCn1c(C)cc(/C=C2/SC(=O)N(C(C)C(=O)OC)C2=O)c1C (stereo not given) | 3%
Cc1cccc(NS(=O)(=O)c2cccc(C(=O)NCC(c3ccco3)N(C)C)c2)c1 (stereo not given) | -6%
CCN(CC(=O)NCc1ccc(Cl)cc1)C(=O)COc1cccc(C(F)(F)F)c1 | 5%
Cc1ccc(CNC(=O)C(=O)Nc2c3c(nn2-c2ccc(F)cc2)CSC3)cc1 | 3%
O=C(COC(=O)c1cc(-c2cccs2)nc2ccccc12)c1ccc(Cl)cc1 | -3%
CCC(CC)C(=O)Nc1cc(-c2cn3cccnc3n2)ccc1OC | -6%
Cc1cc(C(=O)N/N=C2\CCCC(=O)C2)c(C)n1-c1ccccc1 | 3%
Cc1c(C)c2c(cc(C)c3c(-c4ccc(Br)cc4)coc32)oc1=O | -8%
CC(=O)N1CCC(N(Cc2ccc(C)o2)C(=O)Nc2ccccc2F)CC1 | 2%
Cc1ccc(S(=O)(=O)N2CCN(C(=O)Cc3ccc4c(c3)OCCO4)CC2)cc1C | -6%
Cc1cccc2sc(NC(=O)CN3C(=O)C4CC=CCC4C3=O)nc12 (stereo not given) | -6%
CCc1nnc(NS(=O)(=O)c2ccc(NC(=S)NC(=O)c3cccnc3)cc2)s1 | 5%
CCOc1ccc(N2CC(O)=C(c3ccccc3)C2=N)cc1 | 3%
COc1ccc2sc(N(CCCN(C)C)C(=O)c3nc4ccccc4s3)nc2c1 | -18%
Cc1cc(C)n(C(C)CC(=O)Nc2cccc(C#N)c2)n1 (stereo not given) | -5%
CC(=O)c1cc(-c2ccc(F)cc2)n(CC(=O)NC2CCCCCC2)c1C | -4%
CCOc1ccc(Nc2nc3c(S(=O)(=O)c4cccc(Cl)c4)nnn3c3ccsc23)cc1 | -7%
O=C(Nc1cccc(S(=O)(=O)c2cccc(NC(=O)c3ccco3)c2)c1)c1ccco1 | 12%
COC(=O)c1ccc(CNC(=O)N2CCN(S(=O)(=O)c3ccc(C)cc3)CC2)cc1 | -7%
Cc1ccc(S(=O)(=O)N2CCOCC2)cc1NC(=O)C1CC(=O)N(c2ccc3c(c2)OCCO3)C1 (stereo not given) | 9%
COc1cc(C2CC(=O)Oc3c2c(=O)n(C)c2ccccc32)ccc1O (stereo not given) | 1%
Cc1c(C(=O)OCc2ccccc2)[nH]c2c1C(=O)CC(c1ccc(C(C)(C)C)cc1)C2 (stereo not given) | 6%
COc1ccc(CC2(CO)CCN(Cc3nc(C(C)C)cs3)CC2)cc1 | -3%
CN(C)C(CNC(=O)c1cc(S(=O)(=O)N(C)c2ccccc2)ccc1Cl)c1ccccc1 (stereo not given) | -4%
COc1cccc(NC(=O)Cn2c(=O)n(Cc3ccccc3)c(=O)c3c2c2cc(C)ccc2n3C)c1 | 2%
Cc1[nH]nc(Sc2ccccn2)c1[N+](=O)[O-] | -1%
CCOC(=O)c1c(NC(=O)c2nc(SCC)ncc2Cl)sc(C(C)=O)c1C | -7%
CC(=O)OC1=C(C(C)=O)N(Cc2ccccc2)S(=O)(=O)c2ccccc21 | ?
CC(=O)c1ccc(NC(=O)COC(=O)CCc2ccc(S(=O)(=O)N3CCOCC3)cc2)cc1 | 10%
Cc1noc(C)c1NC(=O)N(C)C[C@@H]1OCc2ccccc2-c2c(n(C)c3ccccc23)C(=O)N([C@H](C)CO)C[C@H]1C | 7%
CCc1ccc(CN(Cc2ccco2)c2cnc(S(C)(=O)=O)nc2C(=O)Nc2ccc(C)c(Cl)c2)cc1 | -3%
Cc1ccc2nc(SCC(=O)Nc3ccc4c(c3)OCO4)nc(=O)n2c1 | -9%
O=C(NCCCN1CCCC1=O)c1ccc(Cl)c(Cl)c1 | 3%
Cc1cc(OCC(=O)N(Cc2ccc(N(C)C)cc2)CC2CCCO2)ccc1Cl (stereo not given) | 16%
COc1ccc2c(Cl)c(C(=O)N/N=C/c3ccncc3)sc2c1 | -6%
CCOc1cc(C(Nc2cc(C)ccn2)c2ccc3cccnc3c2O)ccc1OC (stereo not given) | ?
Fc1ccc(NC(=S)SCc2ccc3c(c2)OCO3)cc1F | -8%
COCC(=O)NC1(c2nnnn2CCOC(=O)Nc2ccc(Cl)cc2)CCCCC1 | 1%
COc1ccc(CCNC(=O)c2ccc3c(c2)N(Cc2cccc(C)c2)C(=O)c2ccccc2S3(=O)=O)cc1OC | 6%
CCOC(=O)CNC(=O)N1CCCC(Cc2ccccc2)(C(=O)OCC)C1 (stereo not given) | 4%

# Next compounds:
SMILES | aSyn yeast rescue
O=C(Nc1cccc2cccnc12)c1ccc(F)cc1 | -16%
COc1cccc(NC(=O)/C(C#N)=C/c2c(C)n(Cc3ccc(Cl)cc3)c3ccccc23)c1 | 4%
Cc1cc(C)c2sc(N(CCN(C)C)C(=O)c3c(F)cccc3F)nc2c1 | -1%
CCOC(=O)C1=C(COC(=O)C2(C)CC2(Cl)Cl)NC(=O)NC1c1ccc(OC)cc1 (stereo not given) | 3%
COc1cccc(C(=O)Nc2ccc3c(c2)CCCN3C(=O)c2cccs2)c1OC | 6%
COc1cc(C(=O)NNC(=S)NC(=O)c2ccc3c(c2)OCO3)cc(OC)c1OC | 11%
O=C(NCc1cc2ccccc2[nH]1)C1CCC(=O)N(CC2CCCCC2)C1 (stereo not given) | -1%
COc1ccccc1OCC(=O)NNC(=O)c1c(-c2ccccc2Cl)noc1C | 7%
Cc1cccc(NC(=O)CSc2ccc(-c3ccco3)nn2)c1C | -1%
CC(C)NC(=O)CN1C(=O)CCn2nc(-c3cn(C)c4ccccc34)cc21 | -10%
CN(CC(=O)Nc1cc(S(=O)(=O)N2CCOCC2)ccc1Cl)C1CCS(=O)(=O)C1 (stereo not given) | -1%
COc1ccc(NC(=O)N2CCN3CCCCC3C2)cc1OC (stereo not given) | -13%
COc1ccccc1CCC(=O)NCCCn1ccc2ccccc21 | 7%
Clc1cccc(CSc2ccc(-c3cccnc3)nn2)c1 | 17%
CN(C)S(=O)(=O)c1cccc(NC(=O)CSc2nncn2C)c1 | 7%
CCCSc1ncc(Cl)c(C(=O)Nc2ccc(S(=O)(=O)N(C)c3ccccc3)cc2)n1 | 2%
CC1(C)CC(=O)c2cc(NC(=O)c3ccccc3)c(=O)oc2C1 | 8%
C/C(=N/NC(=O)CNC(=O)c1cccc(F)c1)c1ccc2c(c1)CCCC2 | -18%
CCC(=O)N1CCc2cc(Br)cc(S(=O)(=O)NCCCN(CC)Cc3ccccc3)c21 | -5%
CCS(=O)(=O)N1CCC(C(=O)NCCC(C)C)CC1 | -2%
O=C(c1ccccc1F)N1CCC2CC1c1cc(N3CCCCC3)ccc12 (stereo not given) | -6%
CCOC(=O)c1c(NC(=O)c2nc(SC(C)C)ncc2Cl)sc2c1CCCC2 | -1%
CCN(CC)C(=O)Cn1c(SCC(=O)Nc2ccc(F)cc2)nc2ccccc21 | 4%
COc1cc(C(c2c(NC(=O)c3ccco3)sc(C)c2C)N2CCOCC2)cc(OC)c1OC (stereo not given) | 4%
O=C(Nc1ccccc1Cl)NC1(C(=O)N2CCOCC2)CCCCC1 | 4%
CS(=O)(=O)c1ccc(NCC2CCCO2)c([N+](=O)[O-])c1 (stereo not given) | -12%
Cc1cc(C)cc(NC(=O)CCS(=O)(=O)c2cc3c4c(c2)CCN4C(=O)CC3)c1 | -1%
COc1ccc(/C=C/c2nc(N)nc(-c3ccccc3O)n2)cc1 | -7%
COc1cccc(CN(C)C(=O)c2ccc(OCC(=O)Nc3cccc(C(F)(F)F)c3)c(OC)c2)c1 | 19%

# Screening results (PubChem)
